# Arr AP2 block – blocks beta-arrestin peptide binding to AP2 adaptin; FITC-arrestin peptide / GST-AP2 beads, flow cytometry; AP2 beta2 appendage carries R879A mutation; inhibition, % at 10 µM; 340,000 tested, 0.31% active;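 active means inhibition above a set limit, near 3 SD of compounds lacking own fluorescence, cut at about 54% in these data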;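 further: plate controls were DMSO wells for no effect and 5 µM unlabelled arrestin peptide for full effect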
#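 System: GST-tagged AP2 beta2-adaptin appendage (R879A) on 4 µm glutathione beads / Reagent: FITC-arrestin peptide, 50 nM / Detection: HyperCyt-sampled flow cytometry, FL1 channel, ex 488/em 535 nm / Timing: 12 min plus 1 h, RT / Buffer or medium: PBS plus Tween 20 (0.05%) and BSA (0.1%)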
# Tat transport – E. coli Tat transport inhibition. E. coli MC4100 TorA-mCherry Tat export, fluorescence. inhibition, % at 10 µM. 340,000 tested, 0.036% active. AID 488895;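 active means mean replicate inhibition at least 50% and at least half of replicates individually reaching 50%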;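 further: exported cargo escapes ClpAP degradation while cytoplasmic cargo is degraded and loses fluorescence; 0% = median of neutral control wells and 100% = median of NaSCN control wells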
# E coli growth – counter-screen for AddAB inhibitors: E. coli growth inhibition; 330,000 tested, 0.27% active; E. coli V3065 growth, OD600 absorbance, 18 h; inhibition, % at 11.9 µM; AID 449728;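 active means inhibition above the campaign's mean inhibition across all tested compounds plus 3 SD, cut at about 9.9% in these data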;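 further: uninfected addAB+ strain grown without phage in ampicillin broth; 0% = DMSO wells and 100% = ciprofloxacin 0.95 µg/ml wells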
# phage Ecoli inh – E. coli growth loss with phage present; 360,000 tested, 0.26% active; growth absorbance; inhibition, % at 11.9 µM; in the data active means inhibition above about 11%
# AddAB inh – less growth of phage-infected E. coli with AddAB; E. coli expressing H. pylori AddAB, absorbance growth; inhibition, % at 11.9 µM; 330,000 tested, 0.29% active; AID 435030; in the data active means inhibition above about 12%;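 further: 0% = vehicle wells of infected cells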
# PKA-R1A act – activators of PKA-R1A complex | 340,000 tested, 0.083% active | activation, % at 11.4 µM | AID 504707 | PKA-R1A dissociation, Cy5-IP20 fluorescence polarization; scaled: DMSO 0%, 113 µM cGMP 100%;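 active means percent activation above the mean of all tested compounds plus 3 SD, cut at about 19% in these data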;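 further: higher means more PKAc released from R1A so a rise in polarization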
# PfHsp90 set2 – growth inhibition of yeast expressing Plasmodium Hsp90; S. cerevisiae expressing PfHsp90, BacTiter-Glo ATP, 48 h; yeast lacking PDR1 and PDR3 efflux regulators; inhibition, % at 9.4 µM; 310,000 tested, 0.32% active; AID 504621;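 active means every replicate shows inhibition above about 80%, whatever the replicate mean, limit read from the data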;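 further: 0% = DMSO neutral controls and 100% = 20 µM radicicol positive controls; yeast relying on Plasmodium falciparum Hsp90 in place of its own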
# MOR-DOR inv ag – inverse agonist of human OPRM1-OPRD1 heterodimerization; cell-based MOR-DOR heterodimer luminescence, inverse agonism; 340,000 tested, 0.21% active; inhibition, % at 9.3 µM; in the data active means inhibition above about 22%, passing the limit was not always enough;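 further: 0% = cells with DMSO and 100% = wells without cells with DMSO; values of inactives mirror those of a sister screen read the other way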
# SUMO Mot1 rescue – inhibitors of SUMOylation pathway: yeast Mot1-301 growth rescue. S. cerevisiae Mot1-301 growth rescue, ATP luminescence, 38.5C; percent above DMSO median, 100 means doubled. growth rescue, % at 18.8 µM. 320,000 tested, 1% active. AID 2716;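 active means every valid replicate shows activation above 250% relative to neutral control wells; inactive means the rest, any valid replicate at or below 250%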;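 further: OY570 slx delta 5 strain wells were the positive control but not used for scaling; some compounds called inactive have numbers as strong as hits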
# OPRM1-OPRD1 ag – agonists of human mu-delta opioid receptor heterodimerization; 340,000 tested, 0.3% active; activation, % at 9.3 µM; cells, OPRM1-OPRD1 heterodimerization, luminescence; AID 504326; in the data active means activation above about 18%;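 further: 0% = vehicle-treated cells and 100% = reference agonist; values of inactives mirror those of a sister screen read the other way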
# DSG3 Ab inh – inhibitors of pemphigus antibody binding to human desmoglein-3 | P32926 | DSG3-coupled beads, scFv-anti-DSG3-GFP binding, flow cytometry; hits give low values | binding (percent of control), % at 10 µM | 310,000 tested, 0.48% active;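 active means binding more than 3 SD below its plate's average and above zero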;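 further: hits lower antibody fragment binding to DSG3; some compounds called inactive have numbers as strong as hits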
# Target sequence (P32926 whole entry, looked up, the tested form may be a part): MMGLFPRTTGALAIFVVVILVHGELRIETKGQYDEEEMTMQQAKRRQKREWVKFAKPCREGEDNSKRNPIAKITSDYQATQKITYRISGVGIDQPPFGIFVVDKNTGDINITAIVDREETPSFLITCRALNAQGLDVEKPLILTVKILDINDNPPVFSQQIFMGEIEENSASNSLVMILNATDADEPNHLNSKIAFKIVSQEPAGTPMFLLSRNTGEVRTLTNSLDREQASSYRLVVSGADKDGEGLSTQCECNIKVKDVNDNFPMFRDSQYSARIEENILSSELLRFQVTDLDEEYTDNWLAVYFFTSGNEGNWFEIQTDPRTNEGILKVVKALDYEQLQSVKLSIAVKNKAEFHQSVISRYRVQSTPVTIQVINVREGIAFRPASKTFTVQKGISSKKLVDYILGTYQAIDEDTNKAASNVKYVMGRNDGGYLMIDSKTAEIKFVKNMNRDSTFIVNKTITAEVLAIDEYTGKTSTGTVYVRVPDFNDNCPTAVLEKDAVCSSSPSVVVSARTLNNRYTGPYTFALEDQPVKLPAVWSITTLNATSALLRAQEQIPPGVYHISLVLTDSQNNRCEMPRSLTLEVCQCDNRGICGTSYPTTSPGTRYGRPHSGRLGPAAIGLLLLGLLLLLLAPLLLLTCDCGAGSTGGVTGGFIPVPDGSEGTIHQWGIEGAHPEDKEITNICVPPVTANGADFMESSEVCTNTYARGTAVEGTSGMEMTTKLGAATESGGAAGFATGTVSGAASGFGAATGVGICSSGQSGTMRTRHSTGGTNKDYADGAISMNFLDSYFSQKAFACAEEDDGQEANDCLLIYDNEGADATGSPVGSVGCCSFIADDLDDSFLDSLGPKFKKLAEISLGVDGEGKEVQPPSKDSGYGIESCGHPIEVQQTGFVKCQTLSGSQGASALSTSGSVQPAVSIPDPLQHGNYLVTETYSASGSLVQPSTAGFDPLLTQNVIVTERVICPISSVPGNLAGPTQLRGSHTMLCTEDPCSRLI
# An asterisk follows results filed as active; nt = not tested or not shown; + = active, no number.
SMILES,AddAB inh,E coli growth,MOR-DOR inv ag,Tat transport,DSG3 Ab inh,PKA-R1A act,PfHsp90 set2,Arr AP2 block,OPRM1-OPRD1 ag,phage Ecoli inh,SUMO Mot1 rescue
Cc1onc(-c2ccccc2)c1C(=O)N(Cc1ccccc1)C(C)C,1.3,0.2,6,-5,101,-1,23,3,-1.1,1.4,-4
Cc1nn(CC(=O)c2ccc3c(c2)OCCO3)c(=O)c(C#N)c1C,-2.2,0.3,-3,-12,112,-4,11,8,0.7,1.6,-3
CC(C)OCc1c(C(=O)OC/C(O)=C(\C#N)c2nc3ccccc3[nH]2)oc2ccccc12,3.2,0.5,6,3,97,-3,-27,-16,-1.2,3.6,-7
CC(=O)c1cccc(Nc2ccc(-c3ccccc3F)nn2)c1,1.0,1.9,-6,0,113,0,nt,-19,1.3,0.8,29
CCOC(=O)CCCOC(=O)c1ccc(S(=O)(=O)N(C)C)cc1,0.7,0.1,7,2,nt,-9,nt,-1,-1.1,1.8,-2
Cc1cc(C)c(O)c(-c2cc(C(=O)NCc3ccccc3)[nH]n2)c1,0.2,1.5,-22,-6,102,-14,18,-1,4.0,0.1,36
CC(/C=C/c1ccccc1)=N\NC(=O)c1ccc2c(c1)OCCO2,-0.3,-0.9,-6,0,103,2,-6,-18,1.1,2.4,453
CCO[C@@H]1OC(C(=O)NCc2nc3ccccc3[nH]2)=C[C@H](C(C)(C)C)[C@H]1CCCO,-0.5,-1.3,-10,-5,104,-6,-1,33,1.7,1.9,95
CCC(=NCCc1c(C)[nH]c2ccc(C)cc12)C1=C(O)CC(c2ccccc2)CC1=O (centres undefined),-0.4,-3.0,-25,1,103,-5,27,4,4.2,2.7,7
O=C1NC(c2ccc(-c3ccccc3[N+](=O)[O-])o2)C(C(=O)c2ccccc2)C(O)(C(F)(F)F)N1 (centres undefined),4.4,-1.5,-64,0,86,-1,-16,31,10,1.2,15
CCC(=O)N1CCc2cc(S(=O)(=O)CCC(=O)NCc3ccco3)ccc21,1.4,0.3,14,-3,87,-5,12,16,-2.7,5.6,-12
Cc1ccc(SCC(=O)OCC(=O)N(C)CC(=O)Nc2ccccc2Cl)cc1C,2.3,-1.5,-1,0,97,3,-16,49,0.2,3.3,0
COc1ccc(NC(=O)C2(N(CC(C)C)C(=O)Cn3nnnc3N)CCCCC2)cc1,1.6,1.7,7,-3,102,-1,4,0,-1.2,1.6,-9
Cc1nn(-c2ccccc2)c(C)c1C(=O)NNC(=O)C(F)(F)F,1.6,-1.9,7,-1,nt,-12,9,-9,-1.4,-1.4,8
CCc1nn(C(CC)C(=O)NCCCN2CC(C)CC(C)C2)c(=O)c2cc3oc(C)cc3n12 (centres undefined),0.9,0.3,-34,-4,90,14,-12,10,6.6,1.7,34
O=C(NC1CCCC1)C(=O)N(Cc1cccnc1)C(C(=O)NCC1CCCO1)c1ccco1 (centres undefined),1.8,1.9,4,8,97,0,7,6,-0.8,0.0,14
CCOC(=O)N1CCN(C(=O)c2cn(C)c3ccc(S(=O)(=O)N4CCCC4)cc3c2=O)CC1,-0.2,-1.2,-5,-6,103,6,nt,6,1.0,1.8,-14
COC(=O)c1c(CCl)noc1C(=O)NCC1CCCO1 (centres undefined),2.0,0.2,8,-6,94,3,-6,24,-1.4,2.6,20
Cc1occc1-c1nnc(SCC(=O)NC2CCC(C)CC2)o1 (centres undefined),2.5,0.0,3,-3,nt,2,-11,-7,-0.7,0.7,17
COc1cnc(-c2cccc(C(F)(F)F)c2)[nH]c1=O,0.0,-2.6,-2,-9,108,-2,-6,40,0.4,4.3,-8
CCC(=O)NS(=O)(=O)c1cccnc1Nc1ccccc1Cl,4.5,-0.4,2,-14,106,3,30,1,-0.6,1.8,-2
OCC[C@H]1C[C@H](O)[C@@H](O)[C@@]2(CCc3ccccc3O2)O1,1.9,2.1,4,-3,106,-7,9,5,-0.7,0.2,-10
N#CCSc1nc2c(c(C3CC=CCC3)c1C#N)CCC2 (centres undefined),2.4,2.1,-5,1,100,-8,-17,14,1.0,2.8,+
Cc1cccc(C)c1NC(=O)CN1C(=O)NC(C)(CCc2ccccc2)C1=O (centres undefined),3.8,1.9,10,-1,97,-7,6,0,-2.0,2.5,-12
Cc1cc(NC(=O)NCc2ccccc2)c(=O)n(Cc2ccccc2F)c1,1.4,-2.6,-8,0,108,-7,-3,33,1.8,3.2,-19
Cc1ccc(-c2csc(NC(=O)Cc3ccc(F)cc3)n2)o1,0.2,-0.4,4,-10,114,-15,-19,-6,-0.9,2.0,149
CC(Sc1nnnn1C)C(=O)Nc1cc(S(=O)(=O)N2CCCCC2)ccc1Cl (centres undefined),1.7,-1.9,-3,0,105,-3,-1,-14,0.7,1.8,-2
CC#CCN1c2ccccc2[C@]23C[C@@H](C(=O)OC)N(C(=O)NC4CCCCC4)C2=NC(C(=O)OC)=C(C(=O)OC)[C@H]13,1.9,0.5,4,-3,99,-1,3,16,-0.6,1.9,4
CC1=CC(C)(C)N(C(=O)CSc2nnc(-c3ccc(C)cc3)o2)c2ccc(C)cc21,2.8,1.8,-11,9,106,-4,nt,20,2.2,0.6,449
CCn1c2ccccc2c2cc(NC(=O)CSc3nnc(-c4cccc(OC)c4)n3N)ccc21,-0.5,-1.6,-1,-1,93,-8,-19,2,0.1,3.0,53
Nc1cc2c3c(cccc3c1)C(=O)N(CCN1CCCC1)C2=O,-0.2,0.7,8,3,108,5,30,-6,-1.6,1.0,5
Cc1cc(Cl)ccc1OCc1cn2cccnc2n1,-1.3,-2.5,-4,-6,nt,8,-30,22,0.9,3.0,-4
CCCc1cc(=O)[nH]c(SCC(=O)N2CCN(S(=O)(=O)c3ccc(C)cc3C)CC2)n1,3.9,-0.9,12,-3,109,-1,10,29,-2.1,3.8,-6
COc1cc(-n2c(C)nc3cccnc32)c(Cl)cc1C(=O)O,-1.7,0.2,7,-8,93,-6,-5,10,-1.1,-0.2,1
CCOC(=O)c1ccc(-n2cncn2)nc1,0.2,-2.3,3,-3,104,0,-21,17,-0.6,2.1,5
CCOc1ccc(NC(=O)COC(=O)Cc2ccsc2)cc1,-1.9,-0.2,14,-1,nt,-5,32,-5,-3.5,1.7,1
CSc1ccccc1NC(=O)CN(C)C(C)C(=O)Nc1ccc(C#N)cc1 (centres undefined),3.3,-0.2,0,-5,101,-2,9,-7,0.0,2.0,-3
Cc1sc2nc(CSCC(=O)Nc3ccccc3C#N)[nH]c(=O)c2c1C,0.9,2.2,20,-4,72,1,18,4,-4.0,4.0,2
CCN(CC)c1ccc(N)cc1S(=O)(=O)Nc1ccccc1OC,1.6,-1.9,-4,3,97,6,6,-3,0.8,0.3,10
CCCCc1cc(=O)oc2cc(C)cc(OCC(=O)N[C@@H](CSCc3ccccc3)C(=O)O)c12,6.0,-0.7,14,1,99,-6,-7,29,-2.7,2.9,-2
Cc1cc(NCc2ccccn2)n2ncc(-c3ccccc3)c2n1,-2.4,-5.1,-8,-10,107,5,4,-7,1.5,-4.4,5
CCN1C(=O)CS/C1=C(\C#N)S(=O)(=O)c1ccccc1,3.0,0.0,7,-9,115,-15,-10,3,-1.8,-0.3,522
CC(NC(=O)c1ccc(Br)s1)c1ccncc1 (centres undefined),0.3,-1.9,15,-14,117,-1,nt,9,-3.1,-2.5,122
COC(=O)c1ccc(NC(=O)CSc2nnc(C)n2-c2ccccc2)cc1,-2.6,-0.2,5,32,nt,3,11,8,-0.8,5.2,10
O=c1[nH]c(Sc2ccc([N+](=O)[O-])cc2[N+](=O)[O-])nc2ccccc12,2.8,-1.0,-15,-12,108,2,37,2,3.0,2.1,197
NC(=O)c1ccsc1NC(=O)CSc1nnc2ccccn12,2.8,0.9,-3,-10,107,-4,10,41,0.5,5.2,-1
O=C(CCOc1ccccc1)Nc1ccnn1C1CCN(C(=O)CCC(F)(F)F)CC1,5.2,-1.1,14,-4,105,-2,-10,-1,-2.8,1.1,12
Cc1ccc(-c2nnn(CC(=O)NC3CCCc4ccccc43)n2)cc1 (centres undefined),-0.8,-0.9,-2,-14,nt,-3,-5,9,0.4,0.5,7
Cc1ccc(-c2nc3ccccc3[nH]2)cc1NC(=O)/C=C/c1ccco1,0.6,2.1,12,1,96,1,nt,44,-2.1,2.0,-20
O=C(Nc1ccc2c(c1)OCO2)C1CCCN(S(=O)(=O)c2cccs2)C1 (centres undefined),5.8,-0.7,12,1,99,5,nt,26,-2.7,nt,4

# Additional structures follow.
SMILES,AddAB inh,E coli growth,MOR-DOR inv ag,Tat transport,DSG3 Ab inh,PKA-R1A act,PfHsp90 set2,Arr AP2 block,OPRM1-OPRD1 ag,phage Ecoli inh,SUMO Mot1 rescue
COC(=O)c1ccccc1NS(=O)(=O)c1ccc2c3c(cccc13)C(=O)N2,4.9,-0.8,-3,1,107,-11,-9,-18,0.5,1.9,-12
Cc1cc(N2CCCC2)ccc1NC(=O)COc1ccc(Cl)cc1,1.0,-1.3,-19,-10,155,0,-14,-3,4.8,2.9,81
COc1ccc(C(C)=O)c2c1OCCO2,1.0,-1.6,2,-7,106,3,-2,24,-0.4,3.8,2
CC1(C)CC(=O)C=C(NCCc2ccc(S(N)(=O)=O)cc2)C1,3.1,-1.2,-5,-1,nt,4,3,-4,1.2,0.2,10
CC1(C)SC2c3ccccc3C(=O)N2[C@@H]1C(=O)NC1CC1 (some centres undefined),2.9,-0.8,18,3,110,-16,21,-3,-3.6,2.5,-12
COc1cccc(C(=O)Nc2ccc(C)cc2)c1,-0.7,-1.6,-2,1,102,-1,-11,-3,0.3,2.2,-14
Cc1cc(C)cc(NC(=O)N2CCC(NC(=O)c3ccco3)CC2)c1,3.6,0.6,-11,13,nt,-11,-6,6,1.5,1.9,14
O=c1[nH][nH]c(C(F)(F)F)c1C=NCc1cccs1,0.5,-1.5,12,-2,83,-2,nt,-1,-2.0,4.6,+
CC1=NNC(=O)C1CC(=O)N/N=C(/C)c1cccc([N+](=O)[O-])c1 (centres undefined),3.8,-0.9,9,-9,106,-10,-3,32,-1.7,2.4,-13
CCc1ccc(NC(=O)C(=O)NCC2CCCO2)cc1 (centres undefined),-1.5,2.0,4,4,109,-4,8,18,-0.8,4.2,0
Cc1ccc([C@@H]2CC=C(C(=O)O)CN2S(=O)(=O)c2ccc(C)cc2)cc1,0.5,0.8,-1,2,103,-5,7,28,0.1,-0.2,-16
